Scp1 inh – inhibitors of human Scp-1 phosphatase; Q9GZU7; AID 493091; actives 0.88% (n = 340,000); Recombinant Scp1, phosphopeptide, malachite green phosphate absorbance; inhibition, % at 20 µM;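 active = inhibition above about 50% at 20 µM, limit read from the data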;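 note: plate controls were DMSO wells with enzyme for no effect and wells lacking enzyme for full effect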
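Test system: SCP-1 catalytic domain; Buffer or medium: Acidic Tris acetate buffer with magnesium and detergent; Also added: Phosphorylated 17-residue peptide substrate; Compound: single 20 µM dose, 1% DMSO; Schedule: enzyme reaction 45 min at room temperature, colour 5 min, stabilisation 30 min; Signal: Phosphate-binding colour reagent, absorbance read at 630 nm.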
DNMT1 block – DNMT1 (human) enzyme inhibition; inhibition (reported as % activation of signal), % at 10 µM; actives 0.83% (n = 360,000); DNMT1 molecular beacon, Hinp1I cleavage, fluorescence; in the data active = inhibition above about 50%
bovine MsrA act – activators of bovine methionine sulfoxide reductase A. purified bovine MsrA, absorbance read-out. activation, % at 10.6 µM. actives 0.3% (n = 360,000); in the data active = activation above about 7.5%;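 note: 0% = vehicle and 100% = reference activator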
SUMO1-SIM PPI – alters human SUMO1 binding to SIM partners; P63165; SUMO1 binding to a labelled peptide, TR-FRET, 1 h; inhibition, % at 20 µM; actives 0.33% (n = 360,000); in the data active = inhibition above about 37%
E coli Lon inh – inhibitors of E. coli Lon protease; actives 0.42% (n = 360,000); inhibition, % at 7.94 µM; P0A9M0; purified E. coli Lon protease, fluorescence polarization; in the data active = inhibition above about 13%, passing the limit was not always enough;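 note: 0% = enzyme with probe and DMSO and 100% = no enzyme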
STEP inh – inhibitors of human striatal-enriched phosphatase STEP; recombinant STEP, OMFP fluorogenic substrate, fluorescence; P54829; inhibition, % at 20 µM; actives 0.25% (n = 360,000);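 active = inhibition at 20 µM, scaled per plate between control wells, above about 37%, limit read from the data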;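 note: 0% = DMSO with enzyme and substrate and 100% = substrate only without enzyme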
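Also added – OMFP at 25 µM · Test system – STEP tyrosine phosphatase · Technique – FITC-channel fluorescence of OMFP product · Schedule – 20 min at room temperature, dark · Evaluation – control-normalized % inhibition with plate pattern correction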
MsrA inhibitor – inhibits bovine methionine sulfoxide reductase A. purified bovine MsrA, absorbance read-out. inhibition, % at 15.5 µM. actives 0.75% (n = 360,000). AID 651718; in the data active = inhibition above about 4.5%;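 note: 0% = vehicle wells with enzyme and 100% = reference inhibitor wells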
Tb MetRS inh – Trypanosoma brucei MetRS inhibition; purified T. brucei MetRS, ATP depletion, Kinase-Glo luminescence; inhibition, % at 11.9 µM; actives 0.4% (n = 360,000); AID 624268;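 active = inhibition above a per-plate cutoff of the control wells' mean inhibition plus 3 SD, cut at about 5.5% in these data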;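 note: 0% = DMSO wells median and 100% = median of wells with control inhibitor compound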
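Dosing: 11.9 µM single point; system: parasite MetRS enzyme; technique: luminescence of leftover ATP; times: 15 min enzyme-compound preincubation, 2 h reaction, 10 min detection, 25 °C; replicates: each compound tested once; read-out basis: percent inhibition relative to median high and low control wells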
NRP1-CendR mod – modulators of CendR peptide binding to human neuropilin-1 | O14786 | actives 0.85% (n = 360,000) | FAM-RPARPAR peptide binding to NRP-1, fluorescence polarization | inhibition, % at 25 µM;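 active = inhibition or corrected inhibition above about 18%, plus a signal ratio from 0.5 to 1.5, limit read from the data, passing the limit was not always enough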; note: strong numbers were not always called active
Target sequence (O14786 whole entry, looked up): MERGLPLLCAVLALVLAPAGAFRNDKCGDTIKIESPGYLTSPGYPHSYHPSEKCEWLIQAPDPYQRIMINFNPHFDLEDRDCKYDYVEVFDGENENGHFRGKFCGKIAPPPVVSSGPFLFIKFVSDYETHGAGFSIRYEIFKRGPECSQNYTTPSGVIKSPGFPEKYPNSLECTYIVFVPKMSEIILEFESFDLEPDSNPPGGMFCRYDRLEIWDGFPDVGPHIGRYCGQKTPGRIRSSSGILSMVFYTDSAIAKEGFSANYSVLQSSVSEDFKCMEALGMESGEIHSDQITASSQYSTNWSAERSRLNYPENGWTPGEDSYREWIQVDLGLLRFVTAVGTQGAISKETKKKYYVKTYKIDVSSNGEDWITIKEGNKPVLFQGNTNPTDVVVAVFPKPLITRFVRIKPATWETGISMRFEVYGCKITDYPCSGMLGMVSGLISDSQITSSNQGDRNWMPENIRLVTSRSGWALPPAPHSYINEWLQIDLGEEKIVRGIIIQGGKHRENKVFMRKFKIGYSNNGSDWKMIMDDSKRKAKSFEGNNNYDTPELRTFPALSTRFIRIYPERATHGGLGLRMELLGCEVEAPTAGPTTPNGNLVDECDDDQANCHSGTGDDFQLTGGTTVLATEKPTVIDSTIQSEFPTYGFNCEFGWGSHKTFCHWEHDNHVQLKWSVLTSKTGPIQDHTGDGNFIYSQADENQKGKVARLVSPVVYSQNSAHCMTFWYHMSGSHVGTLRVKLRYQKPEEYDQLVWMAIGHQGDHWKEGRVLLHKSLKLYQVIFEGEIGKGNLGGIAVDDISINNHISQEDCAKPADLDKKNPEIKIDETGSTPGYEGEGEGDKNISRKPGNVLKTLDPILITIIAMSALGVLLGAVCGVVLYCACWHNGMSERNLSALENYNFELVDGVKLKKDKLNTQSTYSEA
LMPTP inh – blocks human LMPTP phosphatase; P24666; recombinant LMPTP-A, OMFP fluorogenic substrate, fluorescence intensity; inhibition, % at 20 µM; actives 0.22% (n = 360,000); AID 651560;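 active = compounds that cut the enzyme signal by at least half of the control window in the single-dose screen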;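 note: plate controls were DMSO wells with enzyme plus substrate for no effect and substrate without enzyme for full effect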
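Test system – LMPTP-A enzyme · Amount – LMPTP-A at 0.625 nM final in the reaction · Buffer or medium – Bis-Tris pH 6.0, DTT, detergent · Reagent – OMFP 400 µM · Doses – single 20 µM dose · Schedule – reaction 50 min, room temperature, dark · Detection – fluorescence intensity of OMFP turnover product · Evaluation – percent inhibition versus substrate-only and uninhibited controls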
The depositor's hits bear a star; . = not tested or not shown.

1. Cc1cccc(C)c1NC(=O)CN(C)C(=O)c1cc(S(=O)(=O)N(C)C)ccc1N1CCCC1
2. Fc1cccc(F)c1-c1nc(-c2ccncc2)no1
3. COCCCN1C(=O)c2ccc(C(=O)OCC(=O)NCc3cccc(OC)c3)cc2C1=O
4. N#CC12CCCCC1CC1CCCCC1(C#N)N2Cc1ccccn1 (stereo not drawn)
5. CN1CCN(CCCNC(=O)c2ccc3c(=O)n(CCc4ccccc4)c(=O)[nH]c3c2)CC1
Screen / compound no.	1	2	3	4	5
E coli Lon inh	8.7	2.1	5.2	1.1	-0.2
Tb MetRS inh	-0.7	0.8	0.1	-0.8	-0.1
MsrA inhibitor	-0.6	0.0	0.2	-0.2	0.2
DNMT1 block	3.1	43.1	-3.5	-3.1	0.1
STEP inh	-1.1	-0.3	2.2	-3.8	-1.9
NRP1-CendR mod	-5.8	12.0	13.8	-5.9	-1.5
Scp1 inh	-0.1	-7.0	-6.8	-3.1	11.7
SUMO1-SIM PPI	2.2	-1.7	-34.4	-1.7	7.3
LMPTP inh	-1.0	-1.1	-1.2	-1.2	-7.7
bovine MsrA act	-8.8	-2.3	-0.4	-4.1	-2.7

6. O=C(O)CCc1ccc(-c2cccs2)n1NC(=O)c1ccco1
7. COc1cc(NC(=O)c2ccccc2OCc2ccccc2)cc(OC)c1OC
8. O=S(=O)(NCC(O)c1ccccc1)c1cc(Cl)sc1Cl (stereo not drawn)
9. CCOC(=O)c1ccccc1NC1c2ccccc2C(=O)N1C1CCN(C(=O)OCC)CC1 (stereo not drawn)
10. Nc1nc(Sc2ccc([N+](=O)[O-])cc2[N+](=O)[O-])n[nH]1
Screen / compound no.	6	7	8	9	10
E coli Lon inh	-17.0	-9.6	-4.0	-12.1	-13.1
Tb MetRS inh	-0.9	-0.2	-0.5	-1.1	1.9
MsrA inhibitor	-0.5	-0.4	-0.1	-0.6	1.7
DNMT1 block	9.3	-2.0	-1.9	4.9	3.8
STEP inh	-2.4	8.1	-3.0	-3.4	-0.4
NRP1-CendR mod	-31.2	-4.8	3.2	1.1	-3.5
Scp1 inh	4.6	-6.5	0.1	-4.8	-11.2
SUMO1-SIM PPI	11.4	7.6	4.6	2.4	-32.0
LMPTP inh	-2.1	1.3	0.0	1.4	-0.6
bovine MsrA act	-5.1	-5.9	-3.1	-4.4	-1.7

11. COc1ccc(OC)c(C2=NOC(C(=O)Nc3cccnc3)C2)c1 (stereo not drawn)
12. CCc1cccc(NC(=O)COC(=O)c2cc([N+](=O)[O-])ccc2N2CCOCC2)c1
13. COc1ccc(C(C(=O)NC(C)(C)C)n2c(=O)c(-c3ccco3)nc3ccccc32)cc1 (stereo not drawn)
14. O=C1c2ccccc2C(=O)N1CCc1c(-c2ccccc2)[nH]c2ccccc12
15. Fc1ccccc1C1CC(c2ccco2)=Nc2ccccc2S1 (stereo not drawn)
Screen / compound no.	11	12	13	14	15
E coli Lon inh	5.6	1.3	.	-7.6	11.3
Tb MetRS inh	0.2	1.2	-0.8	-0.3	-0.6
MsrA inhibitor	1.3	1.9	0.8	2.4	4.9*
DNMT1 block	1.4	0.3	.	-8.1	-4.8
STEP inh	-1.9	0.6	.	-0.2	7.1
NRP1-CendR mod	-0.3	13.0	-36.0	2.0	-9.8
Scp1 inh	-8.4	-13.2	.	-12.4	-5.4
SUMO1-SIM PPI	-3.4	-21.2	-7.5	-9.7	-9.4
LMPTP inh	-1.0	1.1	-0.4	4.7	0.5
bovine MsrA act	-2.1	-2.9	.	-2.2	3.1

16. Cc1ccc(S(=O)(=O)N(C)C[C@H]2OCCCC[C@@H](C)Oc3ccc(N(C)C)cc3C(=O)N([C@H](C)CO)C[C@@H]2C)cc1
17. CCC(C)N(C(=O)COC(=O)c1cc([N+](=O)[O-])ccc1N1CCOCC1)C1CCS(=O)(=O)C1 (stereo not drawn)
18. CCOC(=O)c1[nH]ncc1CN1CCCC(C(=O)c2cccc(OC(C)C)c2)C1 (stereo not drawn)
19. COC(=O)c1c(C#N)c(N)nc2c1CCC2
20. COc1ccc(NC(=O)CSc2nc3[nH]ncc3c(=O)n2-c2ccccc2C)cc1OC
Screen / compound no.	16	17	18	19	20
E coli Lon inh	-2.2	-16.2	2.1	-8.0	-6.8
Tb MetRS inh	0.1	-0.3	-0.4	-0.5	-0.8
MsrA inhibitor	-0.6	3.9	-0.7	0.2	-0.8
DNMT1 block	3.9	0.9	0.3	-1.2	-2.5
STEP inh	-0.9	-0.1	3.7	-2.9	-1.2
NRP1-CendR mod	2.7	1.0	-5.4	-5.5	-4.0
Scp1 inh	.	-3.8	-6.7	-9.6	-10.7
SUMO1-SIM PPI	-4.2	-26.9	3.7	-14.5	1.0
LMPTP inh	-2.7	-1.3	-1.5	0.6	-1.6
bovine MsrA act	-2.3	-3.9	-2.8	1.4	-3.0

21. O=C(N/N=C/c1c[nH]c2ccccc12)c1ccncc1
22. CCN(CC(=O)Nc1c(F)cccc1F)C(=O)Cc1cccs1
23. CCOC(=O)C1=C(O)C(=O)N(c2ccc(S(N)(=O)=O)cc2)C1c1ccc(OC)cc1OC (stereo not drawn)
24. Cc1nn2c(=O)cc(CSc3ccccc3NC(=O)c3ccccc3F)nc2s1
25. Cc1cccc(OCC(=O)NNc2c3ccccc3nc3ccccc23)c1
Screen / compound no.	21	22	23	24	25
E coli Lon inh	-4.8	2.2	-7.0	-4.8	-1.8
Tb MetRS inh	0.1	-0.1	-0.4	-0.5	0.4
MsrA inhibitor	4.2	1.0	1.3	4.7*	3.0
DNMT1 block	-0.8	1.1	-1.2	1.4	-2.2
STEP inh	-3.1	-1.9	2.6	-1.0	-3.8
NRP1-CendR mod	-3.8	-6.6	2.4	5.8	0.4
Scp1 inh	-2.1	-9.0	-6.6	9.7	13.5
SUMO1-SIM PPI	-4.0	-11.5	-7.2	-3.9	-12.5
LMPTP inh	0.1	-11.0	-0.3	-0.7	3.4
bovine MsrA act	-1.4	-3.0	-4.2	-4.9	-1.0

10 entries from above, with tabs:
nr	Molecule	E coli Lon inh	Tb MetRS inh	MsrA inhibitor	DNMT1 block	STEP inh	NRP1-CendR mod	Scp1 inh	SUMO1-SIM PPI	LMPTP inh	bovine MsrA act
1	Cc1cccc(C)c1NC(=O)CN(C)C(=O)c1cc(S(=O)(=O)N(C)C)ccc1N1CCCC1	8.7	-0.7	-0.6	3.1	-1.1	-5.8	-0.1	2.2	-1.0	-8.8
2	Fc1cccc(F)c1-c1nc(-c2ccncc2)no1	2.1	0.8	0.0	43.1	-0.3	12.0	-7.0	-1.7	-1.1	-2.3
3	COCCCN1C(=O)c2ccc(C(=O)OCC(=O)NCc3cccc(OC)c3)cc2C1=O	5.2	0.1	0.2	-3.5	2.2	13.8	-6.8	-34.4	-1.2	-0.4
4	N#CC12CCCCC1CC1CCCCC1(C#N)N2Cc1ccccn1 (stereo not drawn)	1.1	-0.8	-0.2	-3.1	-3.8	-5.9	-3.1	-1.7	-1.2	-4.1
5	CN1CCN(CCCNC(=O)c2ccc3c(=O)n(CCc4ccccc4)c(=O)[nH]c3c2)CC1	-0.2	-0.1	0.2	0.1	-1.9	-1.5	11.7	7.3	-7.7	-2.7
6	O=C(O)CCc1ccc(-c2cccs2)n1NC(=O)c1ccco1	-17.0	-0.9	-0.5	9.3	-2.4	-31.2	4.6	11.4	-2.1	-5.1
7	COc1cc(NC(=O)c2ccccc2OCc2ccccc2)cc(OC)c1OC	-9.6	-0.2	-0.4	-2.0	8.1	-4.8	-6.5	7.6	1.3	-5.9
8	O=S(=O)(NCC(O)c1ccccc1)c1cc(Cl)sc1Cl (stereo not drawn)	-4.0	-0.5	-0.1	-1.9	-3.0	3.2	0.1	4.6	0.0	-3.1
9	CCOC(=O)c1ccccc1NC1c2ccccc2C(=O)N1C1CCN(C(=O)OCC)CC1 (stereo not drawn)	-12.1	-1.1	-0.6	4.9	-3.4	1.1	-4.8	2.4	1.4	-4.4
10	Nc1nc(Sc2ccc([N+](=O)[O-])cc2[N+](=O)[O-])n[nH]1	-13.1	1.9	1.7	3.8	-0.4	-3.5	-11.2	-32.0	-0.6	-1.7

Bioassay records (PubChem BioAssay)
